hIAP block: blocks human intestinal alkaline phosphatase; P09923; purified IAP, CDP-Star luminescence, 30 min; inhibition, % at 10 µM; 330,000 compounds, 0.12% hits; AID 2544;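 active = inhibition reaching a set limit with compound at 10 µM in the primary screen, cut at about 35% in these data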;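 also: plate controls were DMSO wells with enzyme for no effect and no-enzyme buffer wells for full effect; values of inactives mirror those of a sister screen read the other way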
mIAP act: increases mouse intestinal alkaline phosphatase activity. muIAP, CDP-Star luminescence, 30 min; active compounds read high; 1 = vehicle-only enzyme signal, 0 = enzyme-free wells. activation factor at 10 µM. 330,000 compounds, 0.24% hits;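 active = activation factor of at least 2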; also: the source names both 10 and 20 µM as test concentration; values of inactives mirror those of a sister screen read the other way
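also added = chemiluminescent substrate CDP-Star | test system = mouse IAP enzyme | signal = chemiluminescence readout | compound = DMSO-dissolved test compounds | incubation = 30 min at room temperature | benchmarks = DMSO wells, no-enzyme wells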
Apaf1 inhib: inhibitors of human Apaf-1 apoptosome | O14727 | reconstituted apoptosome caspase-3 activity, DEVD-Rh110 fluorescence | inhibition, % at 20 µM | 330,000 compounds, 0.71% hits | AID 489030; active = inhibition of at least 40% at 20 µM;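 also: plate controls were DMSO wells for no effect and DEVD-CHO caspase inhibitor wells for full effect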
Target sequence (O14727 whole entry, looked up): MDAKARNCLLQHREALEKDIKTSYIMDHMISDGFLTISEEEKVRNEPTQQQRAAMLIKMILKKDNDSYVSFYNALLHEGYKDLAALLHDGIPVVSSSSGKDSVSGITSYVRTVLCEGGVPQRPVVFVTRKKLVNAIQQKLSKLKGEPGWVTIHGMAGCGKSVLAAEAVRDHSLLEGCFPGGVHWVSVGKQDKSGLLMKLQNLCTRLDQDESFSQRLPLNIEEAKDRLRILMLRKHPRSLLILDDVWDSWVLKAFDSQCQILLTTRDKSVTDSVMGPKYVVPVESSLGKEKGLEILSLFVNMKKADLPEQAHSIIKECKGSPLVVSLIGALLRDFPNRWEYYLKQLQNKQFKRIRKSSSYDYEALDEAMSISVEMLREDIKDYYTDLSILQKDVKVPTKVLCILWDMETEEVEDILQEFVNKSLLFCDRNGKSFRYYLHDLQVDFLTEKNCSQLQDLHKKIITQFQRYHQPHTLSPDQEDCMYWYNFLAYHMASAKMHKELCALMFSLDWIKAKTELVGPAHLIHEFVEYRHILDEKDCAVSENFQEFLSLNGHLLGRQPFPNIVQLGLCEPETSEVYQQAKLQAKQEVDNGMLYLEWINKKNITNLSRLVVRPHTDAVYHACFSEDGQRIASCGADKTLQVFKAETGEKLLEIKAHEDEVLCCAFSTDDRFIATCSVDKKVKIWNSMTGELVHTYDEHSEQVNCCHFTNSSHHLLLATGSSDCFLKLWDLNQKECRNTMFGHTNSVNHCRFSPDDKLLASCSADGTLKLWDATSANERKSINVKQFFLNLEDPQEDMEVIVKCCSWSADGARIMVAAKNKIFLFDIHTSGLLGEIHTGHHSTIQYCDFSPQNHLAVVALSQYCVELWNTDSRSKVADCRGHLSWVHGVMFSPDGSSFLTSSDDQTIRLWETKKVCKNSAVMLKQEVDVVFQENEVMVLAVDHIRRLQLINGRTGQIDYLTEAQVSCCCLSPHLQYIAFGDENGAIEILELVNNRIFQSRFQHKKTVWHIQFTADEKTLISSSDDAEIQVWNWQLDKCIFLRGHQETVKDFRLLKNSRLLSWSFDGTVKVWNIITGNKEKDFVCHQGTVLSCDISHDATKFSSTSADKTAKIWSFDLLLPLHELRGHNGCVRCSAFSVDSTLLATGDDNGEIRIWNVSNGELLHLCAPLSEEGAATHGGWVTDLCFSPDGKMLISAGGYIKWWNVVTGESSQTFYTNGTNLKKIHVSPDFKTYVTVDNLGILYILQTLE
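Material: reconstituted apoptosome with Apaf-1, cytochrome c, caspase-9, procaspase-3, dATP / Buffer or medium: pH 7.5 Hepes buffer with CHAPS, BSA, DTT / Also added: cytochrome c with DEVD-Rh110 / Schedule: compound with Apaf-1, dATP, procaspase-3 30 min, then 50 min reaction, room temperature / Technique: rhodamine 110 fluorescence at Ex 480/Em 540 nm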
tim10-1 inh: tim10-1 yeast growth inhibition. inhibition, % at 20 µM. 330,000 compounds, 2.2% hits. S. cerevisiae tim10-1 ts strain growth, BacTiter-Glo, 24 h. AID 463190;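 active = inhibition of at least 40%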;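 also: mutant grown at 25 °C; 0% = DMSO wells with yeast and 100% = wells holding no yeast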
hIAP act: human IAP activation; P09923; purified human IAP, CDP-Star luminescence, 30 min; active compounds read high; 1 = vehicle-only enzyme, 0 = enzyme-free background; activation factor at 10 µM; 330,000 compounds, 0.16% hits; AID 2524;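 active = activation factor of the enzyme at least 2-fold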; also: the source names both 10 and 20 µM as test concentration; values of inactives mirror those of a sister screen read the other way
TIM10 inh: inhibits growth of TIM10 yeast strain; AID 463195; 330,000 compounds, 1.4% hits; inhibition, % at 10 µM; S. cerevisiae TIM10 strain growth, BacTiter-Glo luminescence, 24 h;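 active = inhibition of 40% or more at the single tested concentration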;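 also: wild-type TIM10 isogenic control strain grown at permissive 25 °C; 0% = DMSO yeast wells and 100% = minimal medium wells without yeast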
mIAP inh: mouse IAP inhibition. inhibition, % at 10 µM. purified mouse IAP, CDP-Star luminescence, 30 min. 330,000 compounds, 0.2% hits;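 active = inhibition of at least 40% at 10 µM in the primary screen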;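 also: plate controls were DMSO with enzyme for no effect and no enzyme wells for full effect; values of inactives mirror those of a sister screen read the other way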
ATG4B inh: inhibitors of human ATG4B cysteine protease; ATG4B cleavage of LC3-PLA2, NBD-HPC fluorescence, 1 h; inhibition, % at 8.33 µM; 340,000 compounds, 0.51% hits; Q9Y4P1; in the data active = inhibition above about 40%
NALP3 yeast inh: blocks the NALP3 inflammasome reconstituted in yeast. AID 2825. Yeast reconstituted NLRP3/ASC/caspase-1, beta-gal luminescence, 24 h. 330,000 compounds, 0.39% hits. inhibition, % at 10 µM;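 active = inhibition of 50% or more; inactive = inhibition below 50%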;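 also: plate controls were induced DMSO wells for no effect and uninduced yeast grown without galactose for full effect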
* = called active by the depositor; nt = no result given.

SMILES	hIAP block	mIAP act	Apaf1 inhib	tim10-1 inh	hIAP act	TIM10 inh	mIAP inh	ATG4B inh	NALP3 yeast inh
CCC(C)(C)NC(=O)C(c1cccc(OC)c1OC)N(Cc1ccc(OC)cc1)C(=O)CCC(=O)Nc1cc(C)on1 (stereo not given)	10	1.1	19	17	0.9	-15	-5	-3	18
CS(=O)(=O)n1nc(NCc2cccs2)nc1NCc1cccs1	-16	0.99	6	14	1.2	-1	1	-7	11
COc1cc(/C=c2\s/c(=C\C(=O)C(C)(C)C)[nH]c2=O)cc(OC)c1OC	14	0.97	0	26	0.86	14	2	-12	14
CCOc1ccccc1N(CC(=O)N(C)Cc1ccccc1)S(=O)(=O)c1ccccc1	-1	0.95	4	32	1	23	5	-6	11
CCc1n[nH]c(=S)n1/N=C/c1ccc2c(c1)OCO2	13	1	-18	30	0.87	24	-3	2	5
Cc1nc(Nc2ccc(O)cc2)c2c3c(sc2n1)CCCC3	6	1	-8	17	0.94	22	0	5	14
CCC(C)c1ccc(NC(=O)COC(=O)CCNS(=O)(=O)c2cccs2)cc1 (stereo not given)	4	1	16	6	0.96	7	-1	-3	18
COc1ccc(/C=N/NC(=O)c2cccc(OC(F)(F)C(F)F)c2)c(OC)c1OC	-13	0.99	12	8	1.1	-5	1	-3	3
Cn1c(=O)oc2cc(S(=O)(=O)N3CCC(N4CCCCC4)CC3)ccc21	-4	1	-1	-16	1	1	-1	-19	7
CC(C)=C(NC(=O)c1ccccc1)C(=O)Nc1ccc(C(=O)O)cc1	11	1.1	-16	-5	0.89	-13	-8	3	5
O=C(CSC1=NCCS1)Nc1ccc(S(=O)(=O)N2CCCCCC2)cc1	14	0.9	-10	30	0.86	13	10	-17	14
O=C(Cn1ccc2ccccc2c1=O)NCCC(=O)Nc1cccnc1	4	0.96	1	22	0.96	-8	4	-6	11
COc1cc(Br)c(C(C)NC(=O)c2cccc(Br)c2)cc1OC (stereo not given)	-7	1.1	-10	33	1.1	28	-7	-27	11
COc1ccc(C(=O)COC(=O)CCCN=C2NS(=O)(=O)c3ccccc32)c(OC)c1	-12	0.99	51*	-6	1.1	1	1	-6	-7
Cc1ccc(SCC(=O)NNC(=O)CNC(=O)c2ccccc2F)cc1	-38	1	-1	-12	1.4	-4	0	-2	11
CCc1nnc(NC(=O)c2ccc(NS(=O)(=O)c3ccccc3)cc2)s1	6	1.1	11	5	0.94	1	-7	-6	19
CN1CCN(C(=O)c2ccc(N(C)S(=O)(=O)c3cccs3)cc2)CC1	0	1	-2	2	1	3	-4	-7	16
O=C(NCC(=O)N(c1ccc(F)cc1)C(C(=O)NCC1CCCO1)c1ccccc1)c1ccco1 (stereo not given)	3	1	8	12	0.97	12	-1	-11	7
Cc1ccn2c(CNCCn3cccn3)c(C(=O)N3CCCCCC3)nc2c1	4	0.94	-14	15	0.96	-4	6	-13	14
O=C(CN1CCN(Cc2ccccc2)CC1)Nc1nc2ccccc2s1	-1	0.94	3	20	1	2	6	-5	22
O=C(CCCN1C(=O)/C(=C/c2ccc3c(c2)OCO3)SC1=S)Nc1cccc(C(=O)O)c1	0	0.88	2	7	1	12	12	14	16
COc1ccc(-c2cc(C3CCN(CC(O)C(F)(F)F)CC3)[nH]n2)cc1 (stereo not given)	8	0.96	2	-4	0.92	14	4	-1	12
O=S(=O)(NCC(c1ccc2c(c1)OCO2)N1CCOCC1)c1ccc(Cl)cc1 (stereo not given)	-14	0.99	0	15	1.1	0	1	-2	19
Cc1ccc(-n2nc(C)c3c(C)onc3c2=O)cc1	-8	1	7	-1	1.1	-6	-3	8	10
C=CCc1c(C)nc(N)[nH]c1=O	14	0.99	-38	-13	0.86	2	0	-6	0
More results follow.
SMILES	hIAP block	mIAP act	Apaf1 inhib	tim10-1 inh	hIAP act	TIM10 inh	mIAP inh	ATG4B inh	NALP3 yeast inh
CC(C)(C)NC(=O)CN(C(=O)CN1C(=O)C(=O)c2ccccc21)C(C)(C)C	-2	0.93	-7	4	1	14	7	1	17
COc1ccc(C(=O)NCC(O)COc2ccc(C(C)(C)C)cc2)cc1[N+](=O)[O-] (stereo not given)	-15	0.9	25	12	1.2	-3	10	nt	4
COc1cc(OC)cc(C(=O)NCC(=O)OCC(=O)NC2CCCc3ccccc32)c1 (stereo not given)	-18	1.1	17	-12	1.2	-1	-5	2	3
Cc1ccc(S(=O)(=O)N2CCN(C(=O)COC(=O)c3ccccn3)CC2)c(C)c1	8	1.1	0	-13	0.92	2	-6	-17	10
O=C(OCCN1CCCCC1)c1ccc(Cl)cc1	2	1	-6	15	0.98	9	-3	-12	-2
CC(C)NC(=O)/C(C#N)=C/c1ccc(N(C)C)o1	28	0.75	-8	-11	0.72	-1	25	6	25
Cc1ccc(-c2cn(CCN)c(-c3ccncc3)n2)cc1	12	0.99	-4	-16	0.88	-4	1	2	14
Cc1sc2nc(C)n(/N=C/c3ccc(O)cc3O)c(=O)c2c1C	-1	1	2	-13	1	-11	-2	-2	6
COC(=O)CN1C(=S)N(c2ccc(OC)cc2)C(=O)/C1=C/c1cccs1	10	0.88	6	26	0.9	-4	12	5	3
Cc1coc(=N)n1CC(=O)c1ccc(Cl)cc1	-13	0.96	18	9	1.1	-4	4	0	-4
CS(=O)(=O)N(CC(=O)N1CCCCCC1)c1ccc(Br)cc1	-9	0.95	10	19	1.1	-10	5	-8	25
Cc1ccc(-c2nn(C)c(=O)c3ccccc23)cc1S(=O)(=O)N1CCOCC1	-5	0.96	-22	15	1.1	7	4	1	8
COc1ccc(-c2cc(-c3ccccc3)nc(=O)[nH]2)cc1	-3	1	-3	-6	1	17	-3	0	7
O=C(CSc1nnc(Cn2nnc3ccccc32)o1)N(Cc1ccc(F)cc1)c1ccccc1	10	1	-10	7	0.9	18	-1	-14	9
O=C(NCCc1ccccc1)N1c2ccccc2Sc2ccccc21	8	0.84	31	4	0.92	-13	16	14	17
O=C(NCC(=O)N(Cc1ccccc1)C(C(=O)NC1CCCC1)c1ccco1)c1ccco1 (stereo not given)	3	0.88	-2	17	0.97	15	12	1	7
COc1ccc(C(=O)Nc2cc(C(C)=O)c(/C=C/N(C)C)oc2=O)cc1	4	0.9	13	1	0.96	1	10	-4	25
CN1CCN(c2nc3c(c(=O)[nH]c(=O)n3C)n2Cc2cccc(Br)c2)CC1	-22	1	-6	-13	1.2	-3	-2	-2	13
S=C1NC(c2ccccc2)=NCN1c1ccc(Br)cc1	7	0.98	4	18	0.93	7	2	32	28
COc1ccc(C(=O)Nn2cnc3ccccc3c2=O)c(OC)c1	-7	1	-14	-7	1.1	-4	-3	-1	15
O=C(O)CCn1cc(/C=C2/NC(=S)N(c3ccccc3)C2=O)c(-c2ccccc2)n1	1	0.87	3	10	0.99	0	13	-8	22
CCOc1ccc(S(=O)(=O)N2CCOCC2)cc1NC(=O)C1CSC2(C)CCC(=O)N12 (stereo not given)	-5	0.99	-3	11	1	11	0	3	15
Cc1ccc(S(=O)(=O)N2CCN(CCOc3ccccc3)CC2)cc1	-33	0.97	-1	21	1.3	5	3	5	38
O=C1CCC(=O)N1Cc1c(Cl)cccc1Cl	8	0.94	-2	0	0.92	0	6	2	23
O=C(Cc1cn2ccsc2n1)OCc1nc2ccccc2s1	17	1	-1	13	0.83	-3	0	8	19

Molecules above that contain a furan ring, fused or not, in the order listed:
SMILES	hIAP block	mIAP act	Apaf1 inhib	tim10-1 inh	hIAP act	TIM10 inh	mIAP inh	ATG4B inh	NALP3 yeast inh
O=C(NCC(=O)N(c1ccc(F)cc1)C(C(=O)NCC1CCCO1)c1ccccc1)c1ccco1 (stereo not given)	3	1	8	12	0.97	12	-1	-11	7
CC(C)NC(=O)/C(C#N)=C/c1ccc(N(C)C)o1	28	0.75	-8	-11	0.72	-1	25	6	25
O=C(NCC(=O)N(Cc1ccccc1)C(C(=O)NC1CCCC1)c1ccco1)c1ccco1 (stereo not given)	3	0.88	-2	17	0.97	15	12	1	7

More structures.
SMILES	hIAP block	mIAP act	Apaf1 inhib	tim10-1 inh	hIAP act	TIM10 inh	mIAP inh	ATG4B inh	NALP3 yeast inh
O=C(Nc1ccccn1)C1(c2cccs2)CCOCC1	-1	0.96	-2	7	1	0	4	4	17
Cc1cccc(C)c1C(=NCCCN(C)C)c1ccccc1	5	0.94	4	14	0.95	1	6	-6	8
C=CCNC(=S)N(Cc1ccccc1)Cc1ccccc1	-2	1.1	10	31	1	11	-10	3	-78
O=C(CS(=O)(=O)c1ccccc1)Nc1ccccn1	10	1	3	0	0.9	3	-3	2	1
CCOC(=O)c1c(C)[nH]c(C)c1C(=O)CSc1nncs1	5	0.97	-3	2	0.95	8	3	14	21
O=C(CCn1c(=O)oc2ccccc21)N1CCN(C(c2ccccc2)c2ccccc2)CC1	9	1.1	31	13	0.91	22	-5	11	1
Cc1ccc(-c2nnn(CC(=O)N3CCC(C)CC3)n2)o1	-2	1	2	8	1	5	0	-8	-6
CCCc1cc(=O)[nH]c(SCC(=O)Nc2cccc(S(=O)(=O)N3CCCCC3)c2)n1	1	1.1	12	-10	0.99	6	-7	3	13
COc1ccc(S(=O)(=O)NCCN2CCOCC2)cc1[N+](=O)[O-]	-15	1	2	-21	1.2	-27	-2	-6	1
COc1ccc(Cn2c(=O)[nH]c3cc(C(=O)NC4CCCC4)ccc3c2=O)cc1	1	1.1	-7	-7	0.99	-12	-9	-1	0
Cc1ccc(NC(=O)C2C3CCCC2C3c2ccccc2)cc1C (stereo not given)	5	1	0	-2	0.95	-17	-2	-10	-12
CC(=O)O[C@H]1CC(=O)OC(C)(C)C2CC(=O)[C@]3(C)C(CC[C@@](C)([C@@H](O[C@@H]4O[C@H](CO)[C@@H](O)[C@H](O)[C@H]4O)c4ccoc4)[C@@]34O[C@@H]4C(=O)O)[C@]21C (stereo not given in full)	14	0.93	-12	-11	0.86	-2	7	-6	2
COc1ccc(CC(=O)Nc2ccc3c(c2)CCC3)cc1S(=O)(=O)N1CCOCC1	-4	1.1	-6	8	1	-1	-7	-16	-5
COc1ccc2c(=O)c(-c3ccccc3)coc2c1	3	0.95	-5	-5	0.97	-2	5	-6	39
CC/C(=N\NC(=O)c1nnn(-c2nonc2N)c1-c1cccc(OC)c1)c1ccc(C)cc1	-17	0.95	16	19	1.2	10	5	-13	12
CCn1c(SCC(=O)Nc2sc3c(c2C#N)CCCC3)nnc1-c1ccco1	-13	0.89	28	3	1.1	-19	11	-3	9
C=CCc1cc(C=O)cc(OC)c1OCc1c(Cl)cccc1Cl	-6	0.9	7	3	1.1	4	10	10	24
Cc1ccccc1-c1nc(SCc2cccnc2)c2c(=O)n(C)c(=O)n(C)c2n1	-3	0.97	6	2	1	0	3	-4	-2
CC(C)C[C@H](NC(=O)OC(C)(C)C)C(=O)N/N=C/c1ccc2nccnc2c1	2	0.97	2	9	0.98	6	3	-2	7
CC(C)C(=O)NC(=S)Nc1ccc(S(=O)(=O)NC2CCCCC2)cc1	-13	1	16	33	1.1	17	0	-9	-7
c1ccc(Cc2noc(CN3CCN(CCOc4ccccc4)CC3)n2)cc1	-12	1	11	13	1.1	2	-4	2	28
CCN(C(=O)C1CCCCC1)c1nnc(-c2cccnc2)s1	2	1.1	11	9	0.98	-20	-11	-12	14
CC(=O)Nc1ccc(S(=O)(=O)C(C#N)c2nc3ccccc3nc2NCCN2CCOCC2)cc1 (stereo not given)	6	0.87	-13	13	0.94	1	13	10	19
O=C(COC(=O)C1(c2cccc(F)c2)CCCC1)NCc1ccc2c(c1)OCO2	11	1.1	-3	17	0.89	15	-7	-4	14

Assay outcomes: PubChem BioAssay, Sanford-Burnham Center for Chemical Genomics
